Source: PubChem BioAssay (Broad Institute)
miR-122 sensor – miR-122 inhibition in Huh7 cells. activation (reporter increase), % at 12.5 µM. 0.3% of 340,000 active. Huh7 miR-122 Renilla luciferase sensor, 48 h; neutral wells = 0, positive control = 100;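 active = mean replicate activation score at least 90 and every replicate individually at or above 90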;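 also: higher luciferase means less miR-122 activity so hits act as miR-122 inhibitors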
esBAF inh – SWI/SNF esBAF complex inhibition; mouse ES cells, Bmi1-luciferase knock-in reporter, 24 h; 100% = twice the neutral-well signal; reporter increase, % at 12.5 µM; 2% of 350,000 active; in the data active = activation above about 40%;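 also: 0% = median of the plate's neutral control wells and 100% = double that signal; a rise in the Bmi1 reporter signal indicates esBAF inhibition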
SIRT5 block – blocks human SIRT5 desuccinylation of peptide; Q9NXA8; inhibition, % at 15 µM; AID 652115; Purified SirT5, succinyl-peptide AMC, trypsin-coupled fluorescence; 1.1% of 330,000 active; in the data active = inhibition above about 15%
Target sequence (Q9NXA8 whole entry, looked up): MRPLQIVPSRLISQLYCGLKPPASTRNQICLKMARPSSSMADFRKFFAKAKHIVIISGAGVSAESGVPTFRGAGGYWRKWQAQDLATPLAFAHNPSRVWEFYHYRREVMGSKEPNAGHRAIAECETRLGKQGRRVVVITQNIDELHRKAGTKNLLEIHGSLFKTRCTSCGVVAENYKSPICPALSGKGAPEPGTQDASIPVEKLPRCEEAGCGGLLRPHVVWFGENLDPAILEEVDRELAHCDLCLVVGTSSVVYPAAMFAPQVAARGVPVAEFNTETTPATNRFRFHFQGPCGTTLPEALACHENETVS
Statin myotox sup – suppressors of simvastatin-induced myotoxicity in C2C12 myotubes; ATP luminescence, 48 h; scaled: DMSO 0, geranylgeraniol control 100; rescue of ATP level, % at 7.49 µM; 0.78% of 330,000 active;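 active = mean ATP rescue above about 67%, or every replicate alone reaching that limit, limit read from the data, passing the limit was not always enough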;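 also: myotubes were challenged with 10 µM simvastatin during compound exposure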
ARNT TACC3 PPI – ARNT/TACC3 interaction disruption; 0.66% of 390,000 active; AlphaScreen His-ARNT PAS-B/GST-TACC3 binding, luminescence; TACC3 fragment carries E629A point mutation; inhibition, % at 9.99 µM; Q9Y6A5; AID 623870;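 active = mean inhibition of replicates at least 50% and at least half of replicates each reaching 50%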;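 also: 0% = complete ARNT plus TACC3 wells and 100% = ARNT alone without TACC3; many hits fall short of the cut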
ERp5 block – inhibitors of human ERp5; inhibition, % at 9.99 µM; 0.05% of 350,000 active; AID 651711; ERp5 insulin aggregation, absorbance 650 nm, 90 min; Q15084;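 active = mean replicate inhibition above about 25%, with every replicate also reaching it, limit read from the data, passing the limit was not always enough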
Target sequence (Q15084 whole entry, looked up): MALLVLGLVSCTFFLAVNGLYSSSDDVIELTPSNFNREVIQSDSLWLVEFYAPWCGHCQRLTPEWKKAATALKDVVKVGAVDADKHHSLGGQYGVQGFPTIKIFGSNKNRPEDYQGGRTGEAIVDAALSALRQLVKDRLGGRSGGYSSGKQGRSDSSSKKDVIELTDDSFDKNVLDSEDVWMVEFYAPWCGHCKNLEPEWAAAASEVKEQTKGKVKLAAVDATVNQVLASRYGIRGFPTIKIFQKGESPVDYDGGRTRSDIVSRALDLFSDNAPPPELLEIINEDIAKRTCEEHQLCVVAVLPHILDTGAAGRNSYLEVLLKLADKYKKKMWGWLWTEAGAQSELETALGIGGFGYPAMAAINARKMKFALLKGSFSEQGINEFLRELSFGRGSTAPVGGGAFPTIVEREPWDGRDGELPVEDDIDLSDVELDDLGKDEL
Cneo AK release – causes C. neoformans cell lysis; AID 651654; lysis activity, % at 15 µM; adenylate kinase release luminescence, 4 h; normalised: neutral wells 0, clomiphene wells 100; 0.2% of 360,000 active;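 active = mean lysis activity across replicates of at least 80%, whatever share of replicates individually reach that level; inactive = mean lysis activity below 80%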
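read-out = cell lysis signal | test system = log-phase Cryptococcus neoformans yeast cells | input = cells at 5 × 10^6 per mL | medium = fresh YPD growth medium | signal = luminescent adenylate kinase detection reagent | timing = 4 h at 37 °C static, read 1 h later | dosing = single dose | controls = Clomiphene as positive lysis control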
* hit, by the source's call; . = no result given; & = joins results of further samples; [ ] = dose if it differs, or a comment.

Start of the listing, in advance, 2 compounds:
structure	Statin myotox sup	esBAF inh	SIRT5 block	miR-122 sensor	ERp5 block	Cneo AK release	ARNT TACC3 PPI
O=C(NCc1ccco1)C(=O)N1CCCC1	.	.	-3.6	.	0.8	.	-2.8
COc1cccc(C2C(C(=O)c3cc4cccc(OC)c4o3)=C(O)C(=O)N2c2cc(C)on2)c1OC (configuration not stated)	13.7	2.3	.	-6.9	.	3.5	4.1

Main list, repeating the preview:
structure	Statin myotox sup	esBAF inh	SIRT5 block	miR-122 sensor	ERp5 block	Cneo AK release	ARNT TACC3 PPI
O=C(NCc1ccco1)C(=O)N1CCCC1	.	.	-3.6	.	0.8	.	-2.8
COc1cccc(C2C(C(=O)c3cc4cccc(OC)c4o3)=C(O)C(=O)N2c2cc(C)on2)c1OC (configuration not stated)	13.7	2.3	.	-6.9	.	3.5	4.1
Cc1nn(C)c(Cl)c1NC(=O)OCc1ccccc1	-3.1	-0.9	9.4	-2.5	1.3	0.2	3.0
Cn1c(SCC(=O)c2cc3ccccc3o2)nnc1-c1ccccc1	5.4	15.0	-0.8	14.7	-8.4	-7.4	-1.8
CCCCOC(=O)Cc1c(O)c2ccccc2[nH]c1=O	6.6	-5.1	.	-5.1	.	-6.3	-12.0
CC(C)C1C(=O)N(Cc2cn(CCC3OCCO3)nn2)CCS(=O)(=O)N1Cc1ccc(-c2ccc(F)cc2)cc1 (configuration not stated)	-2.1	5.2	-2.7	-3.4	1.0	.	.
Cn1c2ccccc2c2c(C(=O)N3CCN(c4ccccc4)CC3)cn(C3CCCC3)c(=O)c21	.	.	.	43.7	.	4.0	9.6
CN(CCCNC(=O)C1CCCN(S(=O)(=O)c2cnc[nH]2)C1)c1ccccc1 (configuration not stated)	-5.2	-6.8	.	-6.1	-8.7	-1.8	-20.3
CCCNc1c(NS(=O)(=O)c2cccc(C#N)c2)c(=O)oc2ccccc12	-1.6	3.7	-0.1	0.0	2.9	1.1	-1.7
CO[C@H]1CC[C@H]2CCOc3ccc(C#N)cc3C(=O)N(C)C[C@@H](OC)[C@H](C)C(=O)N(C)C[C@H]1O2	-11.8	0.6	3.7	.	3.1	3.0	-4.5
COc1ccc(S(=O)(=O)Nc2cccc3c2O[C@H](CN(C)C(=O)NC(C)C)[C@@H](C)CN([C@H](C)CO)C3=O)cc1	5.6	-2.2&-0.4	-2.9&-1.9	40.9[16.7 µM]	-4.6&2.0	-0.8&4.2	-1.9&4.4
O=[N+]([O-])c1cccc(-c2nnc(-c3ccc4c(c3)OCO4)o2)c1	.	.	-5.1	.	5.7	.	-6.2
CC(C)CC#Cc1ccc2c(c1)O[C@@H](CN(C)C(=O)Cc1ccccn1)[C@H](C)CN([C@H](C)CO)S2(=O)=O	-14.7	4.8	2.4	-10.3[16.7 µM]	-3.1	-1.2	-0.3
CCCS(=O)(=O)NC(=O)C1(C)CCN(C(=O)Cc2cccc3ccccc23)C1 (configuration not stated)	-2.7	-6.1	.	5.9	.	-1.4	.
COc1ccc(N2CCN(C(=O)Cn3nnc(-c4ccc(OC)c(OC)c4)n3)CC2)cc1	-1.4	0.6	-1.2	-9.6	-0.4	5.0	10.9
Cc1noc(C)c1S(=O)(=O)Nc1cccc2c1O[C@H](CN(C)C(=O)NC1CCCCC1)[C@H](C)CN([C@@H](C)CO)C2=O	-7.6	1.2	1.1	-2.9[16.7 µM]	8.8	-0.9	-1.0
O=C(NCc1ccco1)c1ccc(-c2cccc(Cl)c2)o1	.	.	1.5	.	9.3	.	1.5
CNC[C@@H]1Oc2c(NC(=O)C3CCOCC3)cccc2C(=O)N([C@H](C)CO)C[C@@H]1C	12.7	1.2	3.7	-4.7[16.7 µM]	1.8	-6.8	-8.9
COCCN(C[C@H]1[C@H](c2ccccc2)[C@@H](CO)N1C(=O)C1CC1)C(C)=O	-8.0	-1.9	0.3	-12.5[16.7 µM]	4.3	2.0	-2.5
COCCNc1nc2cc(-c3ccc(F)cc3)sc2c(=O)n1C	-6.9	20.8	-0.6	-2.1	3.2	2.9	.
COc1ccc2c(=O)c(-c3ccc4c(c3)OCO4)coc2c1	26.6	-40.9	.	-11.0	.	27.1	0.0
Cc1nc(N2CCC(C(N)=O)CC2)c2nnn(Cc3ccccc3)c2n1	34.3	-13.6	.	-5.3	.	-2.3	3.7
CCC(C)Sc1ccc(-c2nc3ccccn3c2NCc2ccccc2)cc1OC (configuration not stated)	-11.2	32.7	.	-1.4	.	0.9	-2.1
Cc1ccc(S(=O)(=O)N(C)C)cc1NC(=O)COC(=O)COc1ccc2c(C)cc(=O)oc2c1	4.5	-4.9	.	-5.6	-0.6	-1.4	-14.9

A portion of the results above, as a working copy:
structure	Statin myotox sup	esBAF inh	SIRT5 block	miR-122 sensor	ERp5 block	Cneo AK release	ARNT TACC3 PPI
O=C(NCc1ccco1)c1ccc(-c2cccc(Cl)c2)o1	.	.	1.5	.	9.3	.	1.5
CNC[C@@H]1Oc2c(NC(=O)C3CCOCC3)cccc2C(=O)N([C@H](C)CO)C[C@@H]1C	12.7	1.2	3.7	-4.7[16.7 µM]	1.8	-6.8	-8.9

Next section:
structure	Statin myotox sup	esBAF inh	SIRT5 block	miR-122 sensor	ERp5 block	Cneo AK release	ARNT TACC3 PPI
COc1ccc(C(=O)CCC(C)(C)[N+](=O)[O-])cc1OC	.	.	-0.4	.	-0.7	.	-4.3
Cc1ccc(S(=O)(=O)N2CCN(C(=O)Cn3nc(C)c([N+](=O)[O-])c3C)CC2)c(C)c1	.	.	2.7	-4.9	-3.3	1.7	15.7
Cc1nnc(SCC(=O)NN2C(=O)NC3(CCCCC3)C2=O)s1	6.5	-9.2	-3.6	-2.0	0.8	0.6	-0.5
COc1cc2c(cc1OC)CN(C(=O)c1cc(S(=O)(=O)N3CCOCC3)ccc1Cl)CC2	.	15.3	.	-13.2	.	-1.6	-0.1
Cc1c(C(=O)Nc2c(F)cccc2F)sc2ncn(CC(=O)N3CCCCC3)c(=O)c12	-10.6	-4.8	0.0	1.1	-1.0	0.2	1.1
COc1cccc(S(=O)(=O)N[C@@H]2CC[C@@H](CCNC(=O)Nc3cc(F)ccc3F)O[C@H]2CO)c1	-10.3	15.0	3.7	.	1.7	3.5	5.1
COc1ccc(/C=N/NC(=S)Nc2ccccc2)cc1COc1ccc(F)cc1	.	.	.	-0.1	.	-2.4	-3.1
CCOC(=O)C1CCN(C(=O)c2sc3ncnc(N4CCC(C)CC4)c3c2C)CC1	-2.2	3.6	.	-0.8	.	.	-1.1
O=C(NC1CCCCCC1)C(=S)NC1CCCCC1	.	.	2.0	.	0.4	.	-4.3
O=C(Nc1ccccc1)c1ccccc1Br	5.2	22.5	2.3	-0.7	3.8	-0.6	.
Cc1ccccc1NC(=O)Cc1nc(COC(=O)C(C)C)cs1	-5.9	-2.8	-4.4	2.5	5.3	-1.2	.
CC(C)n1nc(C(=O)Nc2nnc(SCc3c(Cl)cccc3Cl)s2)c2ccccc2c1=O	-17.3	2.7	.	-13.1	.	-3.0	-0.1
Cc1noc(C)c1NC(=O)N(C)C[C@@H]1OCCCC[C@@H](C)Oc2ccc(NC(=O)Nc3ccc(F)cc3)cc2C(=O)N([C@@H](C)CO)C[C@H]1C	.	4.6	-3.9	6.8[16.7 µM]	-3.1	0.1	-4.1
CCOC(=O)C1=C(N)c2ccccc2CC1C1CCCC1 (configuration not stated)	.	.	-0.2	-0.8	6.9	1.7	-5.7
C[C@@H]1CCCCO[C@@H](CN(C)Cc2ccncc2)[C@@H](C)CN([C@H](C)CO)C(=O)c2cc(NS(=O)(=O)c3ccccc3)ccc2O1	.	-0.8	3.9	10.7[16.7 µM]	0.6	-0.1	-36.9
COCCNC(=O)C1(C)CCCN(C(=O)c2ccc(C(F)(F)F)cc2)C1 (configuration not stated)	-2.9	-8.7	-6.5	.	-2.1	10.3	.
CCCN1CCN(c2ncnc3scc(C4COc5ccccc5O4)c23)CC1 (configuration not stated)	-11.8	-3.4	-5.3	-2.1	6.7	6.9	7.6
Cc1nc(NCC2CCCO2)c2nnn(Cc3c(F)cccc3Cl)c2n1 (configuration not stated)	1.5	-3.9	7.9	2.8	-1.9	0.1	-5.4
COc1ccc2nc(NC(=O)C3CCCN(S(=O)(=O)c4c(C)noc4C)C3)sc2c1 (configuration not stated)	18.7	10.8	.	.	-3.3	0.1	-15.5
C[C@@H]1CCCCO[C@H](CN(C)Cc2ccc(C(=O)O)cc2)[C@@H](C)CN([C@@H](C)CO)C(=O)c2cc(NC(=O)C3CCCCC3)ccc2O1	.	2.4	-1.7	-1.4[16.7 µM]	2.2	8.3	1.0
COc1ccc(CCCc2nnc(SCC(=O)N/N=C\c3ccc(O)c(OC)c3)o2)cc1C	20.4	6.4	.	-0.1	.	2.6	-2.6
C[C@H](CO)N1C[C@H](C)[C@@H](CN(C)S(=O)(=O)c2ccccc2)Oc2c(NS(C)(=O)=O)cccc2C1=O	.	-6.3	7.1	1.8[16.7 µM]	-9.0	-2.0	0.1
N#Cc1c(-c2ccco2)nc(NCC2CCCO2)[nH]c1=O (configuration not stated)	.	-0.8	.	-5.5	.	-2.1	-0.2
NC(=O)COc1ccc(NC(=O)c2ccccc2-c2ccccc2)cc1	4.8	2.6	-0.1	-11.4	2.4	.	-1.0
CCc1ccc(N2CCN(CCNC(=O)Nc3ccc(OC)cc3)CC2)cc1	-7.4	3.1	-2.3	.	3.9	-0.4	4.1
COC(=O)C1=CN(C2CC2)C=C(C(=O)OC)C1c1ccc(C(=O)OC)cc1	1.5	-10.8	.	-10.8	.	2.1	-10.7
COc1ccc(S(=O)(=O)N2CCN(Cc3cccc(Cl)c3)CC2)cc1	105.3*	1.9	.	5.4	.	-0.2	-22.1
CCOC(=O)C1CCCN(C(=O)c2ccc(OCC)cc2)C1 (configuration not stated)	5.0	2.0	.	-0.6	.	0.2	-7.5
CC(=O)Nc1ccc(S(=O)(=O)NC(C)CCc2ccccc2)cc1 (configuration not stated)	1.7	-8.4	-0.8	5.5	1.5	-2.9	3.4
CCCC(=O)Nc1cc(-c2nn(C)c(=O)c3ccccc23)ccc1N1CCCCC1	2.7	3.7	.	7.9	.	-0.4	10.1
Cc1nn(-c2ccccc2)c(C)c1/C=N/Nc1nc2ccccc2[nH]1	-17.6	-24.7	3.0	-26.0	-2.4	-5.9	18.2
O=C(c1cccc(N2C(=O)C3CC=CCC3C2=O)c1)N1CCCc2ccccc21 (configuration not stated)	.	.	-0.5	.	4.0	-0.9	-2.9
COc1ccc(N2CCN(S(=O)(=O)CCNC(=O)c3cc(=O)c4ccccc4o3)CC2)cc1	-8.0	1.5	-4.4	-3.8	2.5	1.6	.
Cc1ccc(S(=O)(=O)NC(=O)c2ccccc2F)cc1	.	.	2.0	-2.4	1.1	-0.6	-2.9
CCOC(=O)c1c(NC(=O)COC(=O)c2nccnc2N)sc2c1CCC2	8.7	5.7	-4.0	1.1	5.3	0.2	25.7
CCOC(=O)c1cc(-c2csc(-c3cccc(Cl)c3)n2)on1	.	.	-3.8	.	-1.8	.	-5.7
O=C(C[C@H]1CC[C@H]2[C@@H](COC[C@@H](O)CN2CC2CCCCC2)O1)NCc1ccc(Cl)cc1	30.4	2.0	5.1	-9.2[16.7 µM]	1.8	-1.2	0.7
CC(=O)Nc1cccc(NC(=O)C2CCCN2C(=O)Nc2ccccc2C)c1 (configuration not stated)	16.0	5.3	.	.	.	-2.0	-23.7
NC1=NS(=O)(=O)NC1c1ccc(Cl)cc1 (configuration not stated)	5.1	-1.6	.	0.7	.	-0.1	-6.5
CCO[C@@H]1OC(C(=O)NC2CC2)=C[C@H](C(C)(C)C)[C@H]1CCCO	-5.8	-2.5	4.2	-3.2	-2.2	-0.7	3.6
COc1ccc(N(CC(=O)Nc2ccc(OC)c(OC)c2)S(=O)(=O)c2ccccc2)cc1Cl	15.0	-11.2	0.8	1.4	1.4	-1.6	4.0
